Menin-MLL TR inh: qHTS Assay for Inhibitors Targeting the Menin-MLL Interaction in MLL Related Leukemias: Competition With Texas Red Labeled MLL-derived Mutant Peptide | Potency, µM (doses to about 61.6 µM), for the others: at the highest dose FP activity change, negative = inhibition, actives largely listed as inhibitors | Menin + Texas Red MLL mutant peptide, fluorescence polarization | 270,000 tested, 0.23% active; active = well fitted inhibition curve with a large enough effect in the polarisation, with a control signal flat, not every such curve was filed as active; inconclusive = small, poorly fitted or top-dose-only effect, or effect the other way, or a change in a side signal; inactive = no such curve, though single readings can be large or run the other way; the % refers to the polarisation; note: potency is the fitted concentration of half-maximal effect; % of control where 0% means no effect; many of its hits are not listed in these tables
Target sequence (O00255 whole entry, looked up): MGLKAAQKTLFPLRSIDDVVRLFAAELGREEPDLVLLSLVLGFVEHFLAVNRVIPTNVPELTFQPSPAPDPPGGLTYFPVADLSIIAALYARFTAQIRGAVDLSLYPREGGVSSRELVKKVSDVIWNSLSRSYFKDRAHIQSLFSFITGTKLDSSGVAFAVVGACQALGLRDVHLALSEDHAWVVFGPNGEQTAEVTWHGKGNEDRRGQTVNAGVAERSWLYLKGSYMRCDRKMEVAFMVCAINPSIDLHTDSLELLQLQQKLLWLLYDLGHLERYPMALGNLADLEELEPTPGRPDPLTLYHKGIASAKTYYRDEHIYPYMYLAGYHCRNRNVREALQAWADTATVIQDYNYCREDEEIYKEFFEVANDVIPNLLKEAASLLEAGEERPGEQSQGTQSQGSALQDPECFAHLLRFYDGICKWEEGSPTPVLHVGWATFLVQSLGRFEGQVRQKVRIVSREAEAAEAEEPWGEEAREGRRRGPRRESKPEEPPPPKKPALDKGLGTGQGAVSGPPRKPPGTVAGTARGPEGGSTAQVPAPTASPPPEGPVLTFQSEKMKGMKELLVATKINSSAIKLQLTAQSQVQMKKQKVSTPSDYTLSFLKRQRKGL
S-ASM inh: Inhibitors of Secretory Acid Sphingomyelinase (S-ASM): qHTS; Potency, µM (titrated, usually from 57.5 µM), for the others: at the top dose activity change, negative = inhibition, actives largely listed as inhibitors; 340,000 tested, 0.006% active; Sphingomyelin phosphodiesterase (Homo sapiens), P17405; placental ASM, HMU-PC fluorogenic substrate, 60 min; note: potency is the fitted concentration of half-maximal effect
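Fluorogenic HMU-PC substrate (9 uM final) is turned over by placental ASM in 60 min at 37 C after a 10 min compound preincubation. Reaction ended by alkaline stop (pH 10), with fluorescence read at 386/447 nm.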
a7 integrin act: qHTS for Activators of Integrin-Mediated Alleviation for Muscular Dystrophy; 350,000 tested, 0.064% active; alpha7betagal myoblasts, beta-gal FDG fluorescence, 48 h; Potency, µM (titrated, usually from 38.3 µM), without a hit: at the highest dose activation, most hits filed as activators;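 note: potency is the fitted concentration of half-maximal effect; 100% = response of the positive control SU9516; nearly all actives have a fitted effect of over 60% in size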
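alpha7betagal+/- myoblasts (passage 13, 250/well) treated 48 h at 37C with compounds at 1:260 dilution of DMSO stock. Lysed, then beta-galactosidase activity read as FDG fluorescence (ex 480/em 540) after 30 min, with pre-read for autofluorescence.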
Giardia killer: Small Molecules that selectively kill Giardia lamblia: qHTS | 340,000 tested, 0.15% active | AID 540267, 2011 | Giardia lamblia trophozoite viability | activity change, % at 7.66 µM, hits read low; in the data active = activity change below about -80%; inconclusive = between about -30% and that limit;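 note: parasites exposed to compound for two days anaerobically before the ATP read; % is set by controls: 0 for no effect and ±100 for the full control effect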
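Anaerobic 48 hrs incubation at 37 deg C of 100 trophozoites/well with test compounds; ATPLite 1-Step luminescence, 15-30 min RT, reports cellular ATP as viability.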
GALK inhibitor: qHTS Assay for Inhibitors of Human Galactokinase (GALK). P51570. Purified GALK, Kinase-Glo residual ATP luminescence. Potency, µM (series often up to 57.5 µM), without a hit: at the top dose activity change, negative = inhibition, actives largely listed as inhibitors. 270,000 tested, 0.007% active. AID 1868, 2009; note: potency is the fitted concentration of half-maximal effect; % is set by controls: 0 for no effect and ±100 for the full control effect
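GALK at 5 nM final was combined with compound, 35 uM ATP and 100 uM galactose in HEPES pH8.0 with MgCl2 and DTT. The reaction ran one hour at room temperature before luminescent ATP detection.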
Chronic BCR inh: qHTS Assay to Find Inhibitors of Chronic Active B-Cell Receptor Signaling | ABC-DLBCL IkBa-CBG/CBR reporter, luminescence ratio, 4 h | Potency, µM (top dose mostly 46.1 µM), inactives show top-dose ratio change, negative = lower green/red ratio, most hits filed as inhibitors | 340,000 tested, 0.05% active; active = well fitted inhibition curve with a large enough effect in the signal ratio, with a control signal flat, not every such curve was filed as active; inconclusive = small, poorly fitted or top-dose-only effect, or effect the other way, or a change in a side signal; the % refers to the signal ratio;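 note: potency is the fitted concentration of half-maximal effect; plate controls were basal doxycycline-induced cells for no effect and cells given 10 µM MG132 for full effect; MG132 reads +100%, hits lower the ratio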
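TMD8 ABC-DLBCL cells carrying doxycycline-inducible green luciferase fused to IkappaBalpha plus unfused red luciferase were exposed to compounds (up to 46 uM) for 4 hrs at 37C. Activity came from the overlap-corrected green/red luminescence ratio.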
Coupling enz: qHTS Assay for Inhibitors of Fructose-1,6-bisphosphate Aldolase from Giardia Lamblia: Coupling assay counterscreen; coupling enzyme system counterscreen, AmpLite Red fluorescence; activity change, negative = inhibition, % at 58.2 µM, hits read low; 290,000 tested, 0.67% active; AID 2472, 2010; in the data active = activity change below about -30%; note: % is set by controls: 0 for no effect and ±100 for the full control effect
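Compounds tested against the coupling enzymes alone at 57.5 uM final; readout was AmpLite Red fluorescence (525/598 nm) after 20 min at RT.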
Tb PFK inh: qHTS Assay to Find Inhibitors of T. brucei phosphofructokinase; ATP-dependent 6-phosphofructokinase (Trypanosoma brucei brucei), O15648; T. brucei PFK, ADP-Glo luminescence; Potency, µM (series often up to 57.5 µM), inactives show top-dose activity, negative = inhibition, usual class: inhibitors; 330,000 tested, 0.17% active;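 note: potency is the fitted concentration of half-maximal effect; 0% = uninhibited 1x PFK enzyme wells and -100% = no-enzyme wells; nearly all actives have a fitted effect of over 60% in size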
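PFK 1.25 nM, F6P 0.5 mM, ATP 0.1 mM, 0.1 M TEA pH 8.0, 5 mM MgCl2, 0.01% Tween20, 0.1% BSA; 45 min RT. ADP-Glo readout. qHTS titration up to 57 uM; curves fitted, compounds curve-classed.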
TSG101-PTAP inh: qHTS Assay for Iinhibitors of HIV-1 Budding by Blocking the Interaction of PTAP/TSG101. Potency, µM (highest dose often 115 µM), without a hit: at the top dose activity change, negative = inhibition, usual class: inhibitors. Fluorescence polarization, FITC-PTAP peptide / Tsg101 binding. 340,000 tested, under 10 active; active = well fitted inhibition curve with a large enough effect in the main read-out, with a control signal flat, not every such curve was filed as active; inconclusive = small, poorly fitted or top-dose-only effect, or effect the other way, or a change in a side signal; inactive = no such curve, though single readings can be large or run the other way; note: potency is the fitted concentration of half-maximal effect; % of control where 0% means no effect
Target sequence (Q99816 whole entry, looked up): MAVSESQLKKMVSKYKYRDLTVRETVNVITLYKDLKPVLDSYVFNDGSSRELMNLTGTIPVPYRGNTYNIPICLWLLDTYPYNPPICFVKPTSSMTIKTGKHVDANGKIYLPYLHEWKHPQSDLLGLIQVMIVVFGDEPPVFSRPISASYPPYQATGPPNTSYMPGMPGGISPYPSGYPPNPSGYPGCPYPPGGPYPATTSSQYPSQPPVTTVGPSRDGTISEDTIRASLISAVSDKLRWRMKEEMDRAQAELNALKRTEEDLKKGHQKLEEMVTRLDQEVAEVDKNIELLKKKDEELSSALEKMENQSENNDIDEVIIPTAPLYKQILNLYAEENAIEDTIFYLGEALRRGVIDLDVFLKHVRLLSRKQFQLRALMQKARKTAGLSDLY
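Fluorescence polarization binding of Tsg101 binding domain (10 uM final) to FITC-labeled PTAP peptide (50 nM final) in HEPES pH 7.5 buffer with NaCl, Tween 20, EDTA, TCEP. Compounds added before peptide; binding 20 min at RT.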
PKM2 activator: qHTS Assay for Activators of Human Muscle isoform 2 Pyruvate Kinase; purified PKM2, Kinase-Glo ATP luminescence, activation; response scale: 0% is enzyme alone, no compound; Potency, µM (titrated, usually from 57.5 µM), inactives show top-dose activation, hits mostly activators; 260,000 tested, 0.34% active; AID 1631, 2009; note: potency is the fitted concentration of half-maximal effect; % is set by controls: 0 for no effect and ±100 for the full control effect; nearly all actives have a fitted effect of over 55% in size
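ATP formation by purified human PK-M2, quantified via coupled luciferase luminescence after 1 h at room temperature with 0.1 mM ADP and 0.5 mM PEP final.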
B2AR arrestin: qHTS assay of beta-arrestin-biased ligands of beta2-adrenergic receptor; Beta-2 adrenergic receptor (Homo sapiens), P07550; beta-arrestin recruitment to beta2AR, cell-based reporter; Potency, µM (top dose mostly 46.1 µM), without a hit: at the highest dose activation, most hits filed as activators; 330,000 tested, 0.02% active;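 note: potency is the fitted concentration of half-maximal effect; 0% = DMSO controls and full agonism = EC100 isoproterenol or metaproterenol; nearly all actives have a fitted effect of over 65% in size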
* hit, by the source's call; u = inconclusive; x = no result given; [ ] = another dose, or the depositor's remark. Unless noted, calls come from the whole dose curve; as a rule, active = well fitted curve in the direction sought with a large enough effect; inconclusive = small, poorly fitted or top-dose-only effect, or another doubt; inactive = no such curve, though single readings can be large; an effect the other way counts as inactive or inconclusive.

SMILES	Menin-MLL TR inh	S-ASM inh	a7 integrin act	Giardia killer	GALK inhibitor	Chronic BCR inh	Coupling enz	Tb PFK inh	TSG101-PTAP inh	PKM2 activator	B2AR arrestin
COc1ccc(-n2c(Cc3ccccc3)nnc2SCc2ccc([N+](=O)[O-])cc2)cc1	-11%	-6%	6%	-29	-4%	-19%	1	0%	-6%	-2%	0.0%
O=C1C(c2ccncc2)N(CCC2=CCCCC2)C(=O)CN1C1CCCCC1 (stereo not given)	u	3%	-7%	14	-1%	u	1	1%	-1%	-2%	-0.1%
CCOC(=O)C1=C(C)N(CCCCCC(=O)O)C(=O)NC1c1ccc([N+](=O)[O-])cc1 (stereo not given)	-1%	-2%	19%	4	x	-27%	2	4%	1%	1%	-0.1%
Cc1ccc(N(CCC#N)C(=O)COC(=O)c2cc(C)no2)cc1	x	2%	9%	-5	x	4%	x	-12%	-11%	x	0.2%
O=C(NCCc1ccccc1)c1ccc(Cl)c(S(=O)(=O)N2CCOCC2)c1	9%	1%	-25%	-4	-1%	1%	-1	1%	-3%	-1%	-0.1%
Cc1ccc(C(=O)OCC(=O)NC2CCCc3ccccc32)o1 (stereo not given)	x	6%	3%	1	x	-8%	x	-4%	0%	x	-0.6%
CC(=O)c1cccc(N(C(=O)CNC(=O)c2ccco2)C(C(=O)NC2CCCC2)c2ccco2)c1 (stereo not given)	6%	1%	u	6	-1%	3%	1	3%	0%	1%	-0.4%
COc1ccccc1NC(=O)Cn1c(=O)c(N(C)C)c(N)n(C)c1=O	5%	-2%	0%	-13	1%	2%	3	-2%	0%	2%	0.3%
Cc1ccc(Sc2c(CO)c(-c3ccccc3)nn2C)cc1	-3%	-8%	-38%	-5	5%	u	-3	14%	-7%	12%	0.0%
CCCSC1=C(C#N)C(c2ccccc2OCC)CC(=O)N1 (stereo not given)	14%	4%	18%	-22	0%	u	1	-11%	-1%	3%	-0.1%
O=C(CSc1ccc(Cl)cc1)NNC(=O)c1ccco1	x	0%	u	2	-3%	-8%	x	-9%	-3%	-6%	-0.4%
CCOC(=O)C1CCCN(C(=O)CCNS(=O)(=O)c2ccc(Br)cc2)C1 (stereo not given)	x	-3%	-23%	-4	x	0%	x	3%	3%	x	0.1%
Cn1c(=O)[nH]c(=O)c2c1nc(N/N=C/c1ccncc1)n2Cc1ccc(Cl)cc1	x	-2%	9%	12	x	0%	0	2%	0%	-2%	-0.3%
CCNc1c(NS(=O)(=O)c2ccc(OC)cc2)c(=O)oc2ccccc12	-8%	-4%[11.5 µM]	-11%	5	7%	6%	0	-1%	-2%	7%	0.2%
COC(=O)C1=C(C)N(C)C(=O)NC1c1cccc2ccccc12 (stereo not given)	0%	5%	19%	-10	5%	0%	3	-3%	-1%	0%[11.5 µM]	0.2%
COc1ccc(NC(=O)CN(C)C(=O)c2ccc3c(c2)NC(=O)CS3)cc1	x	-1%	10%	-16	x	-1%	x	5%	0%	x	0.4%
O=C(CSc1nnc(Cc2ccccc2)o1)c1ccc2c(c1)OCO2	x	0%	0%	4	x	6%	x	1%	-5%	x	-0.4%
Cc1nn(Cc2ccccc2)c(Cl)c1C(=O)OCC(=O)NC(=O)NC12CC3CC(CC(C3)C1)C2	-26%	-5%	-5%	22	-2%	-5%	0	-2%	1%	-4%	0.1%
COc1ccc(N(C(=O)C(C)C)S(=O)(=O)c2cccs2)cc1	3%	4%	-4%	1	1%	-28%	3	-1%	x	-5%	-0.1%
Cc1ccc(-n2c(=O)c3c4c(sc3n3c(=S)[nH]nc23)CCC4)cc1	x	0%	u	-11	-4%	6%	1	0%	1%	0%	-0.7%
Cc1ccnc(NC(=O)C(C)N2C(=O)c3ccccc3S2(=O)=O)c1 (stereo not given)	x	-1%	7%	20	x	9%	x	3%	0%	x	0.0%
O=C(/C=C/c1cccc(Br)c1)N1CCN(c2ccccn2)CC1	-17%	-1%	0%	21	0%	-3%	2	-2%	-3%	-1%	0.1%
Cn1c(Nc2ccccc2)cc(=O)n(C)c1=O	u	-1%	-17%	-3	x	-12%	0	-17%	0%	x	-0.6%
O=C(COC(=O)CCSc1ccc(Cl)cc1)NCc1ccccc1	-21%	4%	8%	-11	-2%	6%	0	-8%	-2%	3%	0.0%
COc1ccc(C2C(C(=O)c3ccco3)=C(O)C(=O)N2CCCn2ccnc2)c(OC)c1 (stereo not given)	1%	4%	0%	1	7%	4%	-4	-14%	-2%	3%	0.3%
COc1ccc(C(C)=O)cc1COC(=O)c1cc(=O)c2ccccc2o1	0%	-2%	u	-16	15%	0%	-4	-15%	-2%	3%	-0.2%
O=S(=O)(c1ccc2c(c1)OCCO2)N1CCN(c2cccc(Cl)c2)CC1	-15%	0%	4%	8	-3%	16%	4	1%	-1%	2.8µM*	-0.5%
Cc1cc(C)c(S(=O)(=O)N2CCCCC2)c(C)c1-n1ncnn1	16%	1%	3%	6	1%	3%	5	-1%	-11%	-3%	-0.1%
O=C(O)C1CC1c1ccc(Br)cc1 (stereo not given)	-4%	5%	23%	10	3%	2%	7	-3%	-6%	-7%	-1.2%
CN(Cc1c(C(=O)N/N=C/c2cccc(F)c2)nnn1-c1nonc1N)c1ccccc1	u	-7%	5.6µM*	-13	x	29%	-20	-3%	0%	0%	-0.1%
CN(C)Cc1ccccc1C1(O)c2ccccc2CSc2ccccc21 (stereo not given)	-9%	-3%	-7%	-5	2%	10%	4	1%	-1%	1%	-1.8%
O=C(Nc1ccc(Cn2nnc3ccccc32)cc1)c1ccco1	0%	-1%	-10%	11	3%	u	1	-3%	-6%	-2%	0.0%
COc1ccc(Cl)cc1NC(=O)CN(C)C(=O)c1cc(=O)c2ccccc2o1	x	-2%	-27%	19	x	u	x	0%	-5%	x	0.0%
CN1CCCC(OC(=O)c2cccc(Cl)c2)C1 (stereo not given)	x	3%	-2%	6	x	-2%	1	2%	-2%	1%	0.7%
O=C(O)c1cccc(S(=O)(=O)N2Cc3ccccc3C2)c1	18%	2%	3%	-1	1%	8%	14	-3%	-4%	-16%	-0.3%
CC(=O)Nc1ccc(-c2nnn(CC(=O)Nc3ccc4c(c3)OCO4)n2)cc1Cl	u	4%	11%	5	0%	-3%	1	4%	2%	-3%	0.3%
CC(C)C(NC(=O)c1ccco1)C(=O)NCC(c1ccco1)N(C)C (stereo not given)	-8%	5%	-1%	-7	0%	-12%	1	1%	-8%	4%	0.1%
O=C(COc1cccnc1[N+](=O)[O-])Nc1ccc2c(c1)CCC2	x	-3%	22%	u	7%	u	-1	-1%	1%	-4%	-1.9%
CCOC(=O)/C(=N\Nc1cccc(C(F)(F)F)c1)N1CCOCC1	-7%	2%	-8%	11	-2%	1%	-7	-1%	-4%	1%	0.0%
Cc1ccc(NC(=O)COc2cccc3ccc(C)nc23)c(Br)c1	-2%	2%	-8%	-20	1%	5%	-4	1%	1%	6%	-0.3%
C=CCOc1ccc(/C=N/NC(=O)C2CCCC2)cc1OCC	15%	0%	-22%	9	-1%	0%	-2	3%	-8%	3%	-0.1%
COc1ccc(N2CCN(C(=O)c3csc4ccccc34)CC2)cc1	-28%	-4%	2%	-16	-2%	0%	1	0%	-5%	2%	0.2%
COc1ccccc1CN(Cc1nc2ccccc2c(=O)[nH]1)S(=O)(=O)c1ccc2ccccc2c1	4%	-7%	0%	14	2%	-2%	1	4%	-2%	13%	-0.5%
O=C(CC1SC(N2CCOCC2)=NC1=O)Nc1ccccc1F (stereo not given)	x	0%	1%	11	x	3%	x	3%	-1%	x	0.2%
CN(C)S(=O)(=O)c1cccc(NC(=O)NCCCl)c1	x	3%	u	-8	3%	0%	1	-10%	0%	-3%	11%

A portion of the library. The share of hits here may be higher or lower than overall.
